# human PMI inhibition: inhibitors of human PMI, primary screen, biochemical, fluorescence intensity, coupled assay (AID 1209). Mannose-6-phosphate isomerase (Homo sapiens). 0.42% of 190,000 active. inhibition, % at 20 µM, or IC50 in µM where a hit was titrated. purified PMI enzyme, coupled fluorescence intensity; higher % means a stronger effect;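 also: plate controls were DMSO vehicle for no effect and wells lacking substrate for full effect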
# Large T inhibition: SV40 large T antigen inhibitors, biochemical (AID 1903); SV40 large T antigen ATPase/helicase inhibition assay; higher % means a stronger effect; inhibition, % at 20 µM; hits with a dose series show IC50 in µM; 0.39% of 310,000 active; in the data active = a potency from the dose series; inconclusive = inhibition mostly from about 32% at the one dose, without a potency; inactive = the rest, 99 in 100 with inhibition below about 32%; also: strong numbers were not always called active
# PMI inhibition: human PMI inhibitors, high substrate, primary screen, biochemical, fluorescence intensity, high mannose 6-phosphate (AID 1220). Mannose-6-phosphate isomerase (Homo sapiens). recombinant PMI enzyme, coupled fluorescence intensity; higher % means a stronger effect. 0.66% of 190,000 active. one-dose inhibition, % at 20 µM; IC50 in µM for titrated hits
# TNAP activation fold: human TNAP enzyme activators, primary screen, biochemical, luminescent, no phosphate acceptor, uHTS (AID 1001); Alkaline phosphatase, tissue-nonspecific isozyme (Homo sapiens); purified TNAP, luminescent activation assay, no phosphate acceptor; higher activation fold means a stronger effect; activation fold at 20 µM, or EC50 in µM where a hit was titrated; 0.03% of 200,000 active; in the data active = activation fold from about 3, or a potency from the dose series; inactive = the rest, 99 in 100 with activation fold below about 1.6; also: many of its hits are not listed in these tables
# Salmonella PhoP GFP: inhibitors of PhoP regulon expression, primary screen, Salmonella Typhimurium, GFP reporter (AID 1863) | S. Typhimurium PhoP-regulated promoter GFP reporter, 4 h; higher % means a stronger effect | inhibition, % at 50 µM, or IC50 in µM where a hit was titrated | 0.16% of 300,000 active;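 active = inhibition over 29.93%, a cutoff 3 SD above the screen mean, later confirmed by dose response; inconclusive = inhibition over 29.93% but no dose response follow-up; inactive = inhibition at most 29.93% or unconfirmed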;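 also: 0% = low Mg2+ inducing control and 100% = high Mg2+ repressing control; strong numbers were not always called active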
# Ins promoter up: insulin promoter activators in MIN6 cells, imaging, high-content screening, mouse beta cells. 0.3% of 190,000 active. AID 1625, 2009. MIN6 insulin promoter-GFP reporter; hits give high values. z-score at 5 µM;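 active = z-score above 3 at 5 µM with at least 500 cells counted in the well; inconclusive = wells under 500 cells, flagged as cytotoxic or low count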
# RSV CPE inhibition: RSV antiviral activity via CPE protection, HEp-2 cells, primary 10 µM value included (AID 2391) | CPE inhibition, % at 10 µM, or IC50 in µM where a hit was titrated | 0.13% of 310,000 active | HEp-2 cells, RSV-induced CPE inhibition; higher % means a stronger effect; in the data active = a potency from the dose series; inconclusive = CPE inhibition mostly from about 23% at the one dose, without a potency; inactive = the rest, 99 in 100 with CPE inhibition below about 21%; also: strong numbers were not always called active
# ER stress rescue: rescue of cells from ER stress-induced death, primary screen, 384-well, CSM14.1, thapsigargin, ATP luminescence (AID 1222). cellular ATP content (survival), % at 20 µM; hits with a dose series show EC50 in µM. 190,000 tested, under 10 active. CSM14.1 thapsigargin-induced death rescue, ATP luminescence; higher % means a stronger effect;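 active = EC50 below 50 µM in the dose-response confirmation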;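 also: death triggered by thapsigargin at about 15 µM added after 2 h compound pretreatment; cell ATP read after overnight thapsigargin exposure of roughly 18 to 22 hours; normalized against plate controls of thapsigargin alone and 5% DMSO vehicle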
# West Nile antiviral: West Nile virus antiviral activity, cell-based, CPE readout (AID 1621) | West Nile virus-infected cells, CPE inhibition; higher % means a stronger effect | CPE inhibition, % at 10 µM; hits with a dose series show IC50 in µM | 0.02% of 290,000 active; in the data active = a potency from the dose series; inconclusive = CPE inhibition mostly from about 3.7% at the one dose, without a potency; inactive = the rest, 99 in 100 with CPE inhibition below about 2.2%; also: strong numbers were not always called active
# Ins promoter up cell count: also measured in Ins promoter up; calls as there; cell count; measured here: cytotoxicity, nuclei count;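 total cells summed across four imaged fields per well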
# An asterisk follows results filed as active; ? = inconclusive; · = no result given. Rule as the data show it, unless noted: active = inhibition above about 50%; inactive = the rest.
structure,human PMI inhibition,Large T inhibition,PMI inhibition,TNAP activation fold,Salmonella PhoP GFP,Ins promoter up,Ins promoter up cell count,RSV CPE inhibition,ER stress rescue,West Nile antiviral
O=C(CNCc1ccccc1)Nc1cccc(Cl)c1Cl,·,6%,·,·,9%,·,·,3.8%,·,-0.4%
Cc1ccnc(NS(=O)(=O)c2ccc(NC(=O)c3oc4ccc(F)cc4c3C)cc2)n1,·,3%,·,·,-1%,·,·,5.1%,·,-0.2%
O=[N+]([O-])c1ccc(N2CCCCC2)nc1N1CCCCC1,·,18%,·,·,-2%,0.14,1419,5.6%,·,0.8%
CCN1CCN(C(=O)c2nn(-c3ccc(OC)cc3)c(=O)c3c2c2ccccc2n3C)CC1,9%,4%,9%,1,5%,-0.18,1151,4.3%,0.6%,-0.1%
Cc1[nH]c2c([N+](=O)[O-])cccc2c1C,·,4%,·,·,19%,0.04,1453,0.8%,·,-0.3%
CC(C)NC(=O)C(Sc1ccccc1)c1ccccc1 (stereo not given),4%,9%,2%,1.1,-3%,-0.41,837,1.2%,-1.0%,-0.4%
COCCNC(=O)CN1CCC(NC(=O)Nc2ccc(C(F)(F)F)cc2)CC1,14%,27%,12%,1.2,-9%,-0.08,1288,0.2%,·,-0.5%
CCc1ccc(OCc2nnc(SCC(=O)NCc3ccco3)o2)cc1,15%,4%,11%,1.2,-3%,0.01,1806,-0.4%,-2.6%,0.4%
Cc1ccc(-c2c(CC(=O)O)c(C)nc3sc4c(c23)CCCC4)cc1,·,5%,·,·,6%,·,·,2.1%,·,-0.7%
N#C/C(=C\c1c[nH]c2ccccc12)C(=O)NC1CC1,·,21%,·,·,3%,·,·,1.4%,·,0.3%
Cc1ccc(S(=O)(=O)NC(C(=O)Oc2ccc3c(C)c(Cl)c(=O)oc3c2)c2ccccc2)cc1 (stereo not given),-17%,20%,1%,1.1,6%,-0.1,1530,3.9%,-3.1%,0.4%
O=C1CC(NCc2ccccc2)C(=O)N1c1ccc(F)cc1 (stereo not given),11%,3%,13%,1.1,-4%,-1.7,1557,·,-0.3%,0.5%
OC1(c2ccc(F)cc2)CCN(Cc2cccnc2)CC1,·,4%,·,·,3%,·,·,1.6%,·,0.0%
Cc1nn(-c2ccccc2)c(C)c1NC(=O)c1ccc(S(=O)(=O)N2CCCC2)cc1,-6%,11%,-2%,1.1,5%,0,1277,-0.3%,-1.1%,-0.5%
Cc1cc(C=C2C(=O)c3ccccc3C2=O)c(C)n1-c1ccc(C(=O)O)cc1,-28%,13%,-26%,0.8,-6%,-0.28,1250,0.8%,-2.2%,0.8%
COC(=O)Cc1ccc(NC(=S)NCc2ccccc2OC)cc1,·,27%,·,1.1,8%,-0.17,1129,0.8%,-0.2%,0.8%
O=C(COC(=O)Cc1ccsc1)Nc1ccccc1,1%,9%,7%,1.1,-14%,0,1170,1.2%,-0.2%,0.7%
CCOc1ccc(C2C(C#N)=C(N)SC(N)=C2C#N)cc1OCC,-41%,20%,-75%,1.2,-25%,0.06,922,3.1%,-2.6%,0.3%
COc1ccccc1CCNC(=O)Nc1cccc([N+](=O)[O-])c1,14%,4%,8%,1.1,0%,-0.47,1565,?,-0.1%,-1.0%
C/C(=C\C#N)n1nc(C)cc1N,5%,22%,2%,1.1,6%,0.52,1478,-0.6%,2.5%,-0.6%
Cc1ccccc1N1CCN(C2CCCN(C(=O)c3cc[n+]([O-])cc3)C2)CC1 (stereo not given),·,15%,·,·,1%,·,·,-1.6%,·,-1.0%
OC(CN1CCOCC1)CN(c1ccccc1)c1ccccc1 (stereo not given),3%,6%,4%,1.1,11%,·,·,0.6%,-3.2%,-0.8%
CCOc1ccc(NC(=O)CC2C(=O)N(C)C(=S)N2Cc2ccc3c(c2)OCO3)cc1 (stereo not given),2%,-3%,-5%,1,-1%,0.69,1066,-0.3%,-1.9%,-0.2%
CCOC(=O)c1ccc(NC(=O)CSc2nccn2C)cc1,8%,3%,-2%,1.2,-3%,-0.39,953,1.3%,0.7%,0.3%
CCN(CC(=O)Nc1c(F)cccc1F)C(=O)c1ccc(Cl)c(S(=O)(=O)N2CCCCC2)c1,·,1%,·,·,2%,·,·,1.9%,·,-0.8%
CCOC(=O)C1CCCN(C(=O)c2ccc3c(c2)N(Cc2ccccc2)C(=O)c2ccccc2S3=O)C1 (stereo not given),1%,-2%,-5%,1.1,1%,1.4,1229,2.2%,3.5%,-0.6%
CC1CN(S(=O)(=O)c2cccc(C(F)(F)F)c2)CN1C(=O)N1CCOCC1 (stereo not given),·,23%,·,·,5%,·,·,1.5%,·,-0.8%
Cc1ccc(-c2csc3nc[nH]c(=S)c23)cc1C,-4%,3%,-7%,1.1,-1%,0.01,1312,1.3%,-2.5%,0.2%
O=C1C(=O)c2c(C(=O)c3ccccc3)coc2-c2ccccc21,73%*,8%,9µM*,1,-5%,?,·,12%,-4.6%,-2.0%
O=S(=O)(Nc1ccc2c3c(cccc13)CC2)c1ccc(F)cc1,16%,7%,15%,1.1,15%,·,·,14%,-0.2%,-0.6%
O=S(=O)(NCc1ccc(Cl)cc1)c1cccc2cccnc12,·,9%,·,·,·,-0.51,971,1.2%,·,-0.3%
O=C(CSc1ccc(Cl)cc1)Nc1nnc(-c2cccc([N+](=O)[O-])c2)s1,-3%,10%,-4%,1,9%,-0.11,1174,4.8%,-4.1%,-0.5%
CCOc1ccccc1NC(=O)NS(=O)(=O)c1ccc(C)cc1,11%,-22%,6%,1.1,15%,-0.72,864,-0.2%,0.7%,0.2%
Cc1ccc2[nH]c(=O)c(COC(=O)c3cccs3)cc2c1,8%,5%,9%,1.1,-10%,0.17,1388,9.3%,-0.6%,-1.1%
Cc1nnc(NC(=O)C2CC(=O)N(c3ccccc3)C2)s1 (stereo not given),·,-6%,·,·,6%,·,·,0.8%,·,-0.2%
O=C(c1ccc(NS(=O)(=O)c2ccc(Cl)cc2)cc1)N1CCOCC1,·,5%,·,·,-1%,·,·,1.3%,·,-0.6%
CC(C)n1c2ccccc2c2nnc(SCC(=O)Nc3ccccc3C(=O)O)nc21,-31%,10%,-14%,1.2,-3%,·,·,-0.4%,3.8%,-0.2%
CCOC(=O)C1(CC2CCCCO2)CCN(Cc2nccn2-c2cccc(C)c2)CC1 (stereo not given),19%,33%,20%,1.1,-3%,-0.38,1391,1.4%,3.0%,-1.1%
CCOC(=O)C1(CC2CCCCO2)CCN(S(=O)(=O)c2c(C)nn(C)c2C)CC1 (stereo not given),-1%,-2%,10%,1,-6%,0.62,1371,0.2%,-1.7%,-0.6%
CSc1ccc(/C=C(/NC(=O)c2ccc(C)cc2)C(=O)Nc2cccc(C)c2)cc1,14%,-8%,4%,1.1,8%,-0.27,1207,2.9%,5.9%,-0.1%
C/C(=N\NC(=O)c1ccccn1)c1ccc(Cl)cc1,·,3%,·,·,-4%,·,·,1.0%,·,-0.4%
Cc1noc(C)c1S(=O)(=O)NC1CCN(Cc2ccccc2)CC1,-8%,8%,-2%,0.9,-10%,-0.2,935,-0.4%,-0.9%,-0.3%
O=C(O)c1ccc(-c2ccccc2)[nH]c1=O,·,0%,·,·,0%,0.54,969,-0.1%,·,0.2%
CC(CCc1ccccc1)NC(=O)c1cccc([N+](=O)[O-])c1 (stereo not given),2%,-4%,-7%,0.9,-5%,-0.17,1368,4.9%,1.0%,-0.9%
Cc1ccc(N=Nc2ccc(O)c(P(=O)(c3ccccc3)c3ccccc3)c2)cc1,·,4%,·,·,-8%,-0.02,1486,15%,·,-0.4%
Cc1ccc(NC(=O)COC(=O)[C@H](C)N2C(=O)C3CC=CCC3C2=O)cc1S(=O)(=O)N(C)C (stereo not given in full),5%,3%,2%,1.1,-2%,-0.05,1642,0.9%,-2.1%,-0.1%
O=C(NCCCl)Nc1cc([N+](=O)[O-])ccc1Cl,-26%,6%,-16%,1.1,8%,-0.34,1218,1.5%,0.6%,0.4%
O=C(CSc1nnc(-c2ccncc2)n1-c1ccc(Cl)cc1)NCc1cccs1,-9%,9%,-12%,1,10%,-0.17,1550,-0.1%,0.9%,-1.4%
COc1ccc(S(=O)(=O)NC2CCCCC2)cc1-n1cnnn1,-2%,19%,0%,1.1,-8%,1.3,1661,0.8%,-1.8%,0.2%
CC(=O)Nc1ccc(OCCCNC(=O)c2c(-c3ccccc3)noc2C)cc1,·,6%,·,·,-1%,-0.14,1372,9.2%,·,-0.5%
Clc1ccccc1OCCCCn1ccnc1,11%,-4%,5%,1,24%,0.25,1097,-0.2%,·,-0.4%
Fc1ccc(-n2cc(-c3ccccc3)c3c(=S)nc[nH]c32)cc1,·,8%,·,·,-8%,·,·,-0.9%,·,2.1%
Cc1ccc(S(=O)(=O)N2CCCCC2C(=O)O)s1 (stereo not given),-7%,5%,0%,1.3,-9%,-0.37,1471,0.1%,-1.3%,0.2%
O=C(O)CC(SCC(=O)Nc1ccc(Cl)c(S(=O)(=O)N2CCOCC2)c1)C(=O)O (stereo not given),·,15%,·,·,-8%,-0.12,1177,1.2%,·,0.1%
COc1ccc(-n2c(SCCC#N)nnc2-c2cc(Cl)ccc2OC)cc1Cl,·,10%,·,·,-5%,·,·,1.3%,·,3.4%
CC(C)Cn1c(N)c(C(=O)COC(=O)[C@@H]2CCCN2C(=O)c2cccs2)c(=O)n(C)c1=O,-29%,8%,-8%,1.1,3%,0,1314,0.9%,1.8%,-1.4%
COc1ccc(N/C(N)=N/c2nc(CSc3nnc(C)s3)cc(=O)[nH]2)cc1,16%,11%,10%,1.2,2%,·,·,1.6%,-1.8%,-0.8%
CN1C(=O)/C(=C/c2ccc(OCc3ccccc3F)cc2)NC1=S,·,26%,·,·,-10%,·,·,-0.3%,·,-1.0%
Cc1nc(C)c(C(=O)N2CCCC(C(=O)c3cc(F)ccc3F)C2)s1 (stereo not given),·,11%,·,·,0%,·,·,0.6%,·,-0.9%
CCOc1ccccc1NC(=O)C1CCCN(S(C)(=O)=O)C1 (stereo not given),·,9%,·,·,1%,·,·,1.2%,·,-0.2%
COc1cccc(OC)c1C(=O)Nc1sc2c(c1C#N)CCC2,·,6%,·,·,-9%,·,·,1.8%,·,-1.2%
